m5-HT2A agonist: activates the mouse 5-HT2A serotonin receptor; CHO-K1 mHTR2A beta-arrestin complementation, luminescence; percent of 30 µM serotonin response; activation, % at 7.6 µM; P35363; 360,000 tested, 0.66% active;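 active = activation above a run cutoff, the mean activation of all tested compounds plus 3 SD, cut at about 14% in these data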;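 also: 0% = plate median of compound wells and 100% = 30 µM serotonin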
HIF-2a inh: blocks HIF-2a reporter activity; inhibition, % at 18.8 µM; 360,000 tested, 0.72% active; 786-0 RCC cells HIF-2a reporter, luciferase luminescence, overnight;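 active = inhibition of the luminescence signal of 40% or more relative to plate controls, in a single-dose primary screen at 18.75 µM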
CaV13 ICDI inh: Primary screen for inhibitors of IQ motif and Ca2+-dependent inactivation inhibitor domain binding in CACNA1D, Förster resonance energy transfer in living cells, … | HEK cells, CFP/YFP FRET ICDI-IQ, plate reader, 10 min; percent FRET-ratio fall versus neutral wells | inhibition, % at 12.3 µM | 340,000 tested, 0.098% active | AID 743397;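 active = mean replicate inhibition of at least 30% and at least 1% of replicates passing that level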;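 also: 0% = median of the neutral control wells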
NR2E3 ag-1: NR2E3 (human) agonism. Q9Y5X4. GST-NR2E3/biotin-RetCOR TR-FRET, 1536-well. inhibition of corepressor binding, % at 4.78 µM. 320,000 tested, 0.12% active. AID 2300;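 active = percent inhibition above the cutoff of mean plus 3 SD of all tested compounds, set per screening campaign, cut at about 20% in these data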;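 also: 0% = DMSO wells and 100% = biotin wells as full block of FRET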
Target sequence (Q9Y5X4 whole entry, looked up): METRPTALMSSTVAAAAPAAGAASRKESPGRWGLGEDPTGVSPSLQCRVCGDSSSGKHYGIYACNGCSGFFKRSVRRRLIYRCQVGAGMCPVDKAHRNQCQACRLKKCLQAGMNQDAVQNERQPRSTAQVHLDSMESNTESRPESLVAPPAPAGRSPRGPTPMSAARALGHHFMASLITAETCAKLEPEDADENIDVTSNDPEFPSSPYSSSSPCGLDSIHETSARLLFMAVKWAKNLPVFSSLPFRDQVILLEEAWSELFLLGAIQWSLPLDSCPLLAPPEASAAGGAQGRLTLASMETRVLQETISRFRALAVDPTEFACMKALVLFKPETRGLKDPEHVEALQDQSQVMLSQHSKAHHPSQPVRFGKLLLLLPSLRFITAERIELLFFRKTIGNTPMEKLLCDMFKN
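System: GST-NR2E3 and biotin-RetCOR proteins; probe or stimulus: 7 nM biotin-RetCOR; doses: compound at 4.8 µM, single dose; schedule: Compound–protein incubation for 5 h at 4 °C; detection: time-resolved FRET; read-out: percent inhibition; controls: biotin wells as high control, 0.6% DMSO wells as low control; format: 1536-well plates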
hiPSC survival: hiPSC single-cell survival enhancement; 360,000 tested, 0.044% active; AID 602274; ATPlite luminescence; 100% = ROCK inhibitor wells, 0% = DMSO; survival enhancement, % at 20 µM; in the data active = survival enhancement above about 18%;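 also: cells exposed to compounds for 16 hours before the ATP read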
NR2E3 ag-2: activates human NR2E3 receptor; AID 602229; 360,000 tested, 0.35% active; CHO-S Gal4-NCOR/VP16-NR2E3 two-hybrid, luciferase; inhibition of corepressor binding, % at 3.98 µM; Q9Y5X4;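 active = inhibition above the mean of all tested compounds plus 3 SD, cut at about 70% in these data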;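 also: 0% = DMSO with NR2E3 transfected cells and 100% = cells lacking NR2E3 construct; higher means lower luciferase signal from less NR2E3 corepressor binding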
Peg3 promoter: inhibitors of Peg3 promoter; HeLa PEG-Prom luciferase reporter, luminescence, overnight; inhibition, % at 20 µM; 360,000 tested, 1.7% active; AID 588405;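 active = inhibition of at least 50% at 20 µM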
Shn3 3UTR inh: Schnurri-3 reporter inhibition in Clone20 osteoblasts | Clone20 osteoblast Shn3 3'UTR firefly luciferase, 24 h | inhibition, % at 12.5 µM | 360,000 tested, 0.52% active;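 active = mean inhibition of at least 75% with every replicate also reaching 75%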;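 also: 0% = median of neutral control wells and 100% = pilot-screen positive control compound; some compounds past the cut are filed as inactive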
MITF TRPM1 inh: inhibitors of MITF-driven TRPM1 promoter in melanoma cells | inhibition, % at 12.5 µM | 330,000 tested, 0.83% active | AID 488899 | SK-MEL-5 TRPM1 promoter luciferase, 24 h;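 active = mean inhibition across replicates of 60% or more, whatever share of single replicates reaches that level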; also: values of inactives mirror those of a sister screen read the other way
PDI inh: inhibitors of human protein disulfide isomerase; P07237; PDI insulin aggregation turbidity, A650, 90 min; inhibition, % at 10 µM; 350,000 tested, 0.052% active;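 active = mean inhibition across replicates of 30% or more, whatever share of single replicates reach that level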;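 also: absorbance from insulin aggregation driven by PDI reduction with DTT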
Target sequence (P07237 whole entry, looked up): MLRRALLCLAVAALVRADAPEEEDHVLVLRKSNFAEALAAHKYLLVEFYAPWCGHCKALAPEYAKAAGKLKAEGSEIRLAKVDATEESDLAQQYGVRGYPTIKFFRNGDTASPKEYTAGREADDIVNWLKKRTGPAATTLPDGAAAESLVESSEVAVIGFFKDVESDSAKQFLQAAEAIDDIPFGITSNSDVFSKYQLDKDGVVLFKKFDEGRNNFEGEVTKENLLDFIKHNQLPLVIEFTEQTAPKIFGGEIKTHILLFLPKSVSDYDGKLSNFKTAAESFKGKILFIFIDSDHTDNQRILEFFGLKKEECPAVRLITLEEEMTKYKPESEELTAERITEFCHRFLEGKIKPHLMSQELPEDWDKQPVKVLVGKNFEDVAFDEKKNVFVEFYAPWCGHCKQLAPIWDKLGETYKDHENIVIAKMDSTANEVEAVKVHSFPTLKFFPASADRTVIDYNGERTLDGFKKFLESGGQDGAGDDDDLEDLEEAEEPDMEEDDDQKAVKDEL
Cardio protect: modulators protecting cardiomyocytes from myocardial damage | H9c2 cardiomyocytes, H2O2 injury protection, ATPLite, 2 h | protection from H2O2 cell death, % at 20 µM | 360,000 tested, 0.63% active | AID 588492;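 active = compounds giving at least 50% protection of heart cells from peroxide-induced death in the single-dose screen, raw or plate-pattern-corrected value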;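 also: 0% = DMSO wells with peroxide and 100% = DMSO wells without peroxide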
Starred values were filed as active, the others as inactive; x = not tested or not shown. An unsorted share of the library (roughly 3.9% active in at least one column).

SMILES	m5-HT2A agonist	HIF-2a inh	CaV13 ICDI inh	NR2E3 ag-1	hiPSC survival	NR2E3 ag-2	Peg3 promoter	Shn3 3UTR inh	MITF TRPM1 inh	PDI inh	Cardio protect
COc1ccccc1/C=C/C=N/n1c(-c2ccco2)n[nH]c1=S	6	7	-21	-4	-0.3	-35	20	-1	-5	-4	0
CCOC(=O)C1(CCOC)CCN(C(=O)Cc2ccsc2)CC1	2	13	-19	0	-0.6	15	3	-15	3	18	0
Cc1ccc(S(=O)(=O)N(CC(=O)c2ccccc2)C(=O)N2CCN(C)CC2)cc1	0	20	-4	x	-0.1	-8	-6	-7	0	11	-2
CC1CCN(S(=O)(=O)c2ccc3[nH]c(=O)c(=O)[nH]c3c2)CC1	-2	18	-10	5	12	-5	-10	-21	-8	2	4
Cc1nc2ccc(NC(=O)Cc3ccsc3)cc2s1	-10	-198	0	-5	-4.3	-111	-193	7	-31	6	-25
CC(C)(C)c1ccc(-c2nc(C#N)c(NCCCn3ccnc3)o2)cc1	-1	-16	-5	-3	-0.8	3	-22	-12	-4	-1	7
O=C(Cc1cccc(NC(=O)C2CCCN(C(=O)C3CCCCC3)C2)c1)Nc1cccc(C(=O)N2CCCC2)c1 (stereo not given)	4	2	-5	2	4.9	-27	0	-5	12	-6	9
Cc1ccc(C)c(-n2cc(CNCCc3cnccn3)c(-c3ccccc3)n2)c1	-1	-7	-4	0	-0.6	-13	-6	8	4	-2	-3
CCOc1cccc(CNCc2ccc(C(=O)O)cc2)c1	-3	16	-7	4	0.0	-17	14	0	-16	-7	-2
COc1cccc(-n2nnnc2S(C)(=O)=O)c1	-7	87*	x	2	-5.1	-11	103*	97*	78*	7	-14
O=C(Nc1c2c(nn1-c1ccccc1)CSC2)c1ccc(N2C(=O)CCC2=O)cc1	9	18	-4	1	2.4	-16	8	13	6	-3	17
CCSc1nnc(N2C(=O)c3ccc(C(=O)c4ccc(C(=O)O)cc4)cc3C2=O)s1	2	12	-4	-3	-0.6	2	-50	-57	6	16	11
CCOC(=O)c1nc(C)nc(Sc2n[nH]c(-c3cc(C(F)(F)F)cc(C(F)(F)F)c3)n2)c1C	1	11	-20	-1	0.8	14	3	-3	5	8	-31
O=c1cc(N2CCN(c3ccccc3F)CC2)[nH]c(=O)n1-c1ccc(Br)cc1	-1	1	-5	7	0.2	-3	10	-7	x	21	8
CCc1sc(C(=O)N2CCCN(C)CC2)cc1Br	-4	10	x	0	-0.1	-15	11	2	-1	7	2
C=CCNC(=O)c1ccccc1NC(=O)C1CCN(S(=O)(=O)c2ccc(SC)cc2)CC1	-2	11	-2	0	-0.1	8	26	3	-12	0	0
CC(=O)N(C)c1ccc(N=C2C(=O)Nc3ccccc32)cc1	-6	16	x	x	-0.2	13	20	6	9	3	-7
Cc1ccc(SCC(=O)N2N=CCC2c2ccccc2)cc1 (stereo not given)	-4	-78	-2	-2	4.6	3	-38	-14	-3	-4	-3
CC1=C(C(=O)Nc2ccc(C)cc2C)C(c2ccc(Cl)cc2)n2nc(C(=O)OC(C)C)nc2N1 (stereo not given)	-2	3	-3	5	-1.5	3	29	-10	12	0	9
CCCN(CC(=O)Nc1ccccc1OC)C(=O)CCNC(=O)c1ccccc1OC	1	-11	-2	0	0.6	-1	8	-14	-4	13	6
CNC(=S)N1CCN(c2nc(-c3cccc(OC)c3)cs2)CC1	-5	-47	-20	1	-0.1	-11	-18	2	-18	-10	6
COc1ccccc1OCC(O)Cn1c(=N)n(Cc2ccccc2)c2ccccc21 (stereo not given)	-6	15	-8	-1	-1.9	-25	33	87*	20	4	-19
COc1ccc(C=NNC(=S)NN=Cc2ccc(OC)c(OC)c2)cc1OC	-8	-150	-6	x	0.1	-3	-71	4	-37	7	-4
Cc1[nH]nc2c1C(c1cccnc1)N(c1ccc(Br)cc1)C2=O (stereo not given)	2	18	-5	3	0.6	-1	8	-7	16	-2	-4
Cc1ccc(-c2csc(NC(=O)c3c(C)noc3C)n2)s1	-3	-129	x	x	-0.2	-38	-126	76	-3	-11	-17
Nc1nc(SCc2ccccc2)[nH]c(=O)c1-c1ccccc1	-6	-236	-10	5	2.2	-138	-258	-47	-62	-7	-4
COc1cc(SC)ccc1C(=O)OCC(=O)NCCNC(=O)COC(=O)c1ccc(SC)cc1OC	-8	22	x	-2	-0.4	-2	18	8	4	-6	6
O=C(CN(c1ccc2c(c1)OCCO2)S(=O)(=O)c1ccccc1)Nc1ccc2c(c1)OCO2	-7	-15	x	-2	-1.4	-22	19	8	3	5	80*
Cc1c(C(c2cccc(Br)c2)c2c(C)n(C)n(-c3ccccc3)c2=O)c(=O)n(-c2ccccc2)n1C	6	21	-4	1	-0.1	11	-2	-25	1	-1	1
CC(C)C[C@H](NC(=O)c1nc[nH]c1C(=O)N[C@@H](CCCCNC(=O)OC(C)(C)C)C(=O)OC(C)(C)C)C(=O)OCc1ccccc1	-1	8	-10	0	-4.2	-24	36	42	17	3	-7
O=C(NNC(=O)c1ccc([N+](=O)[O-])cc1Cl)c1ccncc1	-3	-4	-2	-1	-1.5	8	-13	-11	13	10	2
CCn1c(SCC(=O)Nc2ccc3c(c2)OCO3)nc2c1c(=O)n(C)c(=O)n2C	0	6	x	0	-0.9	9	29	6	-2	-17	12
O=C(NN1C(=O)C2C3c4ccccc4C(c4ccccc43)C2C1=O)c1ccccc1 (stereo not given)	4	21	-5	0	-1.0	-29	1	-20	0	-2	0
O=C(c1ccco1)N1CCCC(c2nc3c(nnn3Cc3c(Cl)cccc3Cl)c(=O)[nH]2)C1 (stereo not given)	-3	3	-4	2	0.9	-35	23	5	10	-3	1
CC(=O)Nc1ccc(NC(=O)COC(=O)C2c3ccccc3Oc3ccccc32)cc1	-2	15	1	x	-0.5	12	1	-6	9	-1	-8
Cc1ccc(CNC(=O)C2CCCN(C(=O)Nc3ccc(F)cc3)C2)cc1 (stereo not given)	5	6	-5	0	-0.3	6	8	14	2	8	0

Sorted by heavy-atom count (ascending): some entries from above
SMILES	m5-HT2A agonist	HIF-2a inh	CaV13 ICDI inh	NR2E3 ag-1	hiPSC survival	NR2E3 ag-2	Peg3 promoter	Shn3 3UTR inh	MITF TRPM1 inh	PDI inh	Cardio protect
CCc1sc(C(=O)N2CCCN(C)CC2)cc1Br	-4	10	x	0	-0.1	-15	11	2	-1	7	2
Cc1[nH]nc2c1C(c1cccnc1)N(c1ccc(Br)cc1)C2=O (stereo not given)	2	18	-5	3	0.6	-1	8	-7	16	-2	-4
Cc1c(C(c2cccc(Br)c2)c2c(C)n(C)n(-c3ccccc3)c2=O)c(=O)n(-c2ccccc2)n1C	6	21	-4	1	-0.1	11	-2	-25	1	-1	1

(more compounds)
SMILES	m5-HT2A agonist	HIF-2a inh	CaV13 ICDI inh	NR2E3 ag-1	hiPSC survival	NR2E3 ag-2	Peg3 promoter	Shn3 3UTR inh	MITF TRPM1 inh	PDI inh	Cardio protect
COc1ccc(N(C(=O)C(C)C)S(=O)(=O)c2ccc(Cl)cc2)cc1	-7	4	-8	3	2.8	11	25	0	-2	6	-1
CCOC(=O)c1ccc(N2C(=O)[C@@H](c3ccccc3)[C@H]2c2ccccc2)cc1	-5	4	-11	0	-2.3	-11	-6	5	3	-6	-7
COc1ccccc1-c1ccc(=O)n(CC(=O)NCc2cccs2)n1	1	-104	-5	-4	0.2	-32	-66	-16	-8	-3	-3
COc1ccc(NS(=O)(=O)c2ccc3oc(SCC(N)=O)nc3c2)cc1	6	1	-2	1	-0.5	3	-15	46	x	0	-10
O=C(Nc1ccccc1C(=O)N1CCN(c2ccccc2)CC1)c1ccco1	3	14	-9	-2	-0.5	0	1	1	4	-6	3
Cc1ccc(C(OCC(O)CN2CCCCC2)c2ccccc2)cc1 (stereo not given)	-3	14	-4	-2	0.2	-48	3	1	-4	9	-2
O=C(CSc1nnc(-c2ccccn2)n1Cc1ccccc1)Nc1ccc2c(c1)OCO2	1	27	x	-1	-1.3	-3	18	32	19	3	6
Cc1c(OC(C)C(=O)NCCCN2CCOCC2)ccc2c1oc(=O)c1ccccc12 (stereo not given)	1	-7	-4	-3	-0.2	-15	-14	19	-2	-7	-5
Cc1cc2nc(-c3ccc(SCc4ccccn4)nc3)[nH]c2cc1C	-6	-180	1	-4	-0.5	-38	30	-23	-64	-3	0
CCn1cc([N+](=O)[O-])c(C(=O)N2CCN(C(=O)c3ccco3)CC2)n1	4	16	-3	-1	3.4	5	-4	7	11	-3	0
COc1ccc(CNC[C@H]2O[C@@H](n3ccc(=O)[nH]c3=O)[C@H](O)[C@@H]2O)cc1OC	-2	6	-6	x	3.6	-9	-13	-9	-12	-2	0
Cc1ccc(C(=O)N2CC=C(c3ccccc3)CC2)o1	-8	-39	-6	-1	-0.4	14	-56	-17	-26	-11	7
CC(C)C1Cc2ccccc2-c2[nH]c(=S)[nH]c(=O)c21 (stereo not given)	4	16	-16	20*	0.1	10	23	11	x	-1	0
O=C1CC(C(=O)Nc2cc(Cl)ccc2Cl)n2ncnc2N1 (stereo not given)	-3	16	-2	0	0.1	-8	-3	3	11	-6	0
CNC(=S)N(CCc1c(C)[nH]c2ccc(C)cc12)Cc1cccs1	-5	13	0	2	1.0	1	12	4	8	1	-6
COC(=O)c1cccc([N+](=O)[O-])c1CN1CCCC(C(N)=O)C1 (stereo not given)	-3	11	-6	1	-0.4	-33	14	11	-3	-3	0
CC1CC(C)CN(c2nc3c(c(=O)n(C)c(=O)n3C)n2C)C1 (stereo not given)	5	-1	x	-2	-0.4	-5	18	11	3	-1	-1
CCCCC(C(=O)NC(C)(C)C)N(Cc1ccccc1)C(=O)c1snc(C(N)=O)c1N (stereo not given)	0	25	-5	2	-0.6	8	11	7	2	3	8
O=S(=O)(c1ccccc1)N1CCN(Cc2cccc(Cl)c2)CC1	-4	12	-4	0	-1.7	3	2	19	-4	5	-10
COC(=O)c1c(C(=O)OC)c(-c2cccc(F)c2)n2c1CS(=O)(=O)C2	-4	-6	-17	2	-0.5	-15	13	-2	6	-11	1
COc1ccc(C2(NC(C)=O)CCN(Cc3cccnc3)CC2)cc1	1	22	-20	-1	0.3	13	0	-12	-2	10	8
O=[N+]([O-])c1cc(S(=O)(=O)N2CCCC2)ccc1N/N=C/c1cccnc1	2	2	-6	1	0.8	-17	28	-10	-7	-1	-1
CCCN(CC1CC1)C(=O)CSc1nnc(-c2cc(-c3cccs3)nc3ccccc23)o1	6	-31	x	3	13	-22	-21	22	-3	0	36
COc1cccc(CN2CCN(C3CCN(c4ccccc4F)CC3)CC2CCO)c1 (stereo not given)	-8	8	-6	3	-1.1	14	-15	-15	0	-5	-8
Cc1cc(Cl)ccc1OCC(=O)OCC(=O)Nc1ccc(F)c([N+](=O)[O-])c1	-3	14	-2	0	-1.1	-5	-1	1	-14	-2	-6
CCOc1cc(NC(=S)NCCc2ccccc2)c(OCC)cc1NC(C)=O	1	16	-3	1	0.4	-16	5	2	-3	-8	-2
O=C(CSc1ccccc1)N1CCN(c2ccc(F)cc2)CC1	-5	-44	5	-3	2.4	-26	-32	-22	-17	-14	-2

Screens deposited in PubChem by several laboratories.
